Vif-APOBEC3F blk = inhibitors of Vif-A3F interaction | HeLa A3F-eYFP + Vif (tagged APOBEC3F with the HIV-1 protein that degrades it), YFP fluorescence increase | Potency, µM (highest dose often 46.1 µM), for inactives: top-dose activity, negative = active | actives 0.2% (n = 390,000); also: potency is read from the fitted curve at half-maximal effect; % of control where 0% means no effect; nearly all actives have a fitted effect of over 65% in size
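Fluorescence increase (Ex 488/Em 500-530) after overnight compound treatment at 37 deg C flags inhibition of Vif-driven A3F-eYFP loss in stable HeLa A3F-eYFP/Vif cells seeded overnight beforehand.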
RXFP1 ag = agonists of human relaxin receptor RXFP1; Q9HBX9; HEK293T-RXFP1 cAMP TR-FRET, 30 min; response scale: percent of porcine relaxin response, buffer zero; Potency, µM (top dose mostly 57.5 µM), inactives show at the highest dose activation, hits mostly activators; actives 0.3% (n = 370,000); AID 2676; also: potency is read from the fitted curve at half-maximal effect; % is scaled to controls: 0 for no effect and ±100 for the full control effect; nearly all actives have a fitted effect of over 60% in size; many of its hits are not listed in these tables
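HEK293T cells stably expressing RXFP1 were pretreated with the PDE4 inhibitor Ro 20174, exposed to compounds for 30 min at 37C, lysed, and cAMP was read by TR-FRET. Data normalized to buffer (basal) and 29 nM porcine relaxin (100%).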
IDH1 R132H inh = human IDH1 R132H inhibition; AID 602179; IDH1-R132H enzyme, NADPH consumption, diaphorase/resazurin fluorescence; Potency, µM (series often up to 76.6 µM), for the others: at the highest dose activity change, negative = inhibition, most hits filed as inhibitors; actives 0.093% (n = 390,000); O75874; also: potency is read from the fitted curve at half-maximal effect; % is scaled to controls: 0 for no effect and ±100 for the full control effect; nearly all actives have a fitted effect of over 65% in size
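IDH1-R132H (0.5 ug/mL dispensed) in pH 7.5 Tris buffer was preincubated 30 min with compound, then given a substrate mix of 0.016 mM NADPH and 2 mM alpha-KG for 80 min at room temperature; remaining NADPH was read by diaphorase/resazurin fluorescence.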
LDHA block = inhibitors of human lactate dehydrogenase A | purified LDHA, NADH/diaphorase-resazurin fluorescence; stronger effect = lower value | P00338 | actives 0.15% (n = 480,000) | activity change, % (values are at about 110 or 230 µM) | AID 1347041; in the data active = activity change below about -30%; inconclusive = mostly about -25% to -30%;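 also: plate controls were DMSO wells for no effect and wells without enzyme for full effect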
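Remaining NADH was detected by diaphorase (0.133 mg/mL) converting 37 µM resazurin to fluorescent resorufin, read at 0 and 20 minutes. The preceding 5-minute room-temperature reaction used 2 nM LDHA, 0.2 mM sodium pyruvate and 0.06 mM NADH at pH 7.4.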
Vif-A3G inh = blocks the Vif interaction with human APOBEC3G; Q9HC16; HeLa A3G-eYFP + Vif (tagged APOBEC3G with the HIV-1 protein that degrades it), YFP fluorescence, overnight; Potency, µM (titrated, usually from 46.1 µM), inactives show top-dose activity, negative = active, actives largely listed as inhibitors; actives 0.076% (n = 410,000); AID 602310;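 also: potency is read from the fitted curve at half-maximal effect; % is scaled to controls: 0 for no effect and ±100 for the full control effect; nearly all actives have a fitted effect of over 60% in size; hits raise eYFP signal because A3G escapes Vif-driven loss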
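Read-out is eYFP fluorescence (Ex 488/Em 500-530) from Vif-expressing HeLa A3G-eYFP cells; more signal means A3G escaped Vif-mediated degradation. Cells plated overnight, compound pinned in, incubated overnight at 37 deg C.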
TrxR1 substrate = rat thioredoxin reductase 1 substrate activity; O89049; purified TrxR1 substrate turnover, NADPH consumption readout; Potency, µM (top dose mostly 114 µM), without a hit: at the highest dose activity change, negative = substrate turnover; actives 0.01% (n = 390,000); AID 588456; also: potency is read from the fitted curve at half-maximal effect; % is scaled to controls: 0 for no effect and ±100 for the full control effect; nearly all actives have a fitted effect of over 50% in size
Target sequence (O89049 whole entry, looked up): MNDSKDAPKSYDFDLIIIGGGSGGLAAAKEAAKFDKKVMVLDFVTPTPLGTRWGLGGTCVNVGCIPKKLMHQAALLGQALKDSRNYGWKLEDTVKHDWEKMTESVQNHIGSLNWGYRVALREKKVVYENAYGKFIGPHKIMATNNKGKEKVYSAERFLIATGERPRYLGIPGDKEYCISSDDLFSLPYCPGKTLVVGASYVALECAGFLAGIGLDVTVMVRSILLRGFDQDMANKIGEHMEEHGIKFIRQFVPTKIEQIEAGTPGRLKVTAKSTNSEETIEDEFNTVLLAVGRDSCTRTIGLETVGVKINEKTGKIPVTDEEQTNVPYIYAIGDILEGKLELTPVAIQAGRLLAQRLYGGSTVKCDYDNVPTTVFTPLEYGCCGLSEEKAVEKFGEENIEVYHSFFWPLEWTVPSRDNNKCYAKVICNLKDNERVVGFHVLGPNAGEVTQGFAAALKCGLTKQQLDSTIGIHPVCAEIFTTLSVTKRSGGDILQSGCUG
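Rat TrxR1, dispensed at 90 nM, was prereduced with 400 uM NADPH (final) for 5 min at ~22 deg C, then incubated with compound 15 min before 400 uM selenite. A first-read NADPH fluorescence drop versus no-compound background flagged substrates.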
Glioma ERSR ind = ER stress response induction in glioma | AID 602332 | actives 0.02% (n = 420,000) | U87-MG GRP78 promoter luciferase reporter, 16 h | Potency, µM, without a hit: at the top dose activation, usual class: activators; also: potency is read from the fitted curve at half-maximal effect; series mostly up to about 76 µM; % of control where 0% means no effect; nearly all actives have a fitted effect of over 35% in size
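Stably transfected U87-MG glioma cells carrying a GRP78-based luciferase sensor; 16 h compound incubation. Luminescence end-point read 10 min after Bright-Glo addition at room temperature.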
PI4K2A block = PI4K2A (human) kinase inhibition | AID 1346378 | Q9BTU6 | actives 0.13% (n = 420,000) | activity change, negative = inhibition, % at 76.9 µM | purified PI4K2A, ADP-Glo luminescence, 1 h; stronger effect = lower value; in the data active = activity change below about -50%; inconclusive = mostly about -30% to -49%;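 also: -100% = wells without enzyme as full effect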
Target sequence (Q9BTU6 whole entry, looked up): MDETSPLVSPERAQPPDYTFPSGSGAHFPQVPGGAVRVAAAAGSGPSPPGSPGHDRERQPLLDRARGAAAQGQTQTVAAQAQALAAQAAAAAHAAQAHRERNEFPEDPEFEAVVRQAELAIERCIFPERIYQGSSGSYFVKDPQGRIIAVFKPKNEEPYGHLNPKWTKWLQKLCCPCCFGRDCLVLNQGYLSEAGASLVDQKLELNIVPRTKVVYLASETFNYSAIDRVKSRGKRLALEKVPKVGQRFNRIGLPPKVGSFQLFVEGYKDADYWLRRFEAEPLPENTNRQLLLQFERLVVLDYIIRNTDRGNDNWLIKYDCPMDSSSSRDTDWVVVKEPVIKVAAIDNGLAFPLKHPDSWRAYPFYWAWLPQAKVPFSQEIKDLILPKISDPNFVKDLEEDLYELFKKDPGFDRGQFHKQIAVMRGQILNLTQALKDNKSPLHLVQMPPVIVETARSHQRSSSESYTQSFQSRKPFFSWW
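In this quantitative HTS, ADP production by PI4K2A was quantified luminescently after 1 h at ambient temperature; 100 microM adenosine served as plate-quality control.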
USP1 inh = USP1/UAF1 (human) deubiquitinase inhibition; actives 0.23% (n = 390,000); O94782; Potency, µM (highest dose often 57.1 µM), inactives show at the top dose activity change, negative = inhibition, most hits filed as inhibitors; recombinant USP1/UAF1, Ub-Rhodamine cleavage fluorescence; also: potency is read from the fitted curve at half-maximal effect; % is scaled to controls: 0 for no effect and ±100 for the full control effect; nearly all actives have a fitted effect of over 60% in size; inactives centre near -12
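1 nM enzyme complex + cpd, 15 min RT; start with Ub-Rho 150nM final; kinetic fluorescence ex 480/em 540, 6 reads q60 s. Buffer 50mM HEPES pH 7.8, 0.5mM EDTA, 0.1 mg/ml BSA, 1mM TCEP, 0.01% Tween-20.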
Starred values were filed as active, the others as inactive; & = joins results of further samples; [ ] = another dose, or the depositor's remark. Unless noted, calls follow the shape of the dose curve; as a rule, active = well fitted curve in the direction sought with a large enough effect; inconclusive = small, poorly fitted or top-dose-only effect, or another doubt; inactive = no such curve, though single readings can be large; an effect the other way counts as inactive or inconclusive. Only part of the results is shown; rates above refer to the full screens.

`COc1ccc(C(C)(C)C)cc1NC(=S)NCCN1CCOCC1` gave Vif-APOBEC3F blk 6%, RXFP1 ag -2.6%, IDH1 R132H inh 8%, LDHA block -3, Vif-A3G inh 0%, TrxR1 substrate 6%, Glioma ERSR ind 1%, PI4K2A block -5 and USP1 inh -9%.
`COc1ccc(NC(C)=O)cc1S(=O)(=O)NC(Cc1ccccc1)C(=O)O` (stereo not drawn) gave Vif-APOBEC3F blk 2%, RXFP1 ag 4.5%, IDH1 R132H inh -15%, LDHA block 0, Vif-A3G inh 2%, TrxR1 substrate 0%, Glioma ERSR ind 0%, PI4K2A block 1 and USP1 inh -2%.
For O=C1CSC(=NC2CCCCC2)N1 the results were RXFP1 ag 0.6%, IDH1 R132H inh 15%, LDHA block -10, Vif-A3G inh -9%, TrxR1 substrate -12%, Glioma ERSR ind 4%, PI4K2A block inconclusive and USP1 inh -3%.
Screening CCN(CC)c1ccc(CNc2ccc3c(c2)ncn3C(C)(C)C)cc1 returned Vif-APOBEC3F blk 1%, RXFP1 ag 4.4%, IDH1 R132H inh 6%, LDHA block 6, Vif-A3G inh 0%, TrxR1 substrate 3%, Glioma ERSR ind -3%, PI4K2A block 6 and USP1 inh -25%.
For COc1ccc(C2CC(=O)c3c([nH]c(C(=O)OC4CCC(C)CC4)c3C)C2)cc1OC (stereo not drawn) the results were Vif-APOBEC3F blk -1%, RXFP1 ag 2.5%, IDH1 R132H inh -14%, LDHA block 1, Vif-A3G inh 5%, TrxR1 substrate -1%, Glioma ERSR ind -2%, PI4K2A block -8 and USP1 inh -3%.
`O=C(Nc1ccc(F)cc1)c1ccc(-n2cncn2)c([N+](=O)[O-])c1` gave Vif-APOBEC3F blk 3%, RXFP1 ag 0.9%, IDH1 R132H inh 34%[activator], LDHA block 0, Vif-A3G inh -4%, TrxR1 substrate 5%[11.4 µM], Glioma ERSR ind -2%, PI4K2A block -1 and USP1 inh 2%.
`O=C(CCc1c[nH]c2ccccc12)NCc1ccco1` gave Vif-APOBEC3F blk -2%, RXFP1 ag -2.3%, IDH1 R132H inh -10%, LDHA block 12&-1, Vif-A3G inh -8%, TrxR1 substrate 0%, Glioma ERSR ind -1%, PI4K2A block 4 and USP1 inh -7%.
O=C(NNS(=O)(=O)c1ccc([N+](=O)[O-])cc1)c1ccc([N+](=O)[O-])cc1 was read as Vif-APOBEC3F blk inconclusive, RXFP1 ag -0.2%, IDH1 R132H inh -6%, LDHA block 9, Vif-A3G inh 2%, TrxR1 substrate -1%[57.1 µM], Glioma ERSR ind -4%, PI4K2A block 2 and USP1 inh -7%.
`CNCCOc1ccccc1C(C)(C)C` gave Vif-APOBEC3F blk -1%, RXFP1 ag -1.6%, IDH1 R132H inh 4%, LDHA block inconclusive, Vif-A3G inh 0%, TrxR1 substrate 5%, Glioma ERSR ind -1%, PI4K2A block 14 and USP1 inh -5%.
Screening NC(=O)C1CCN(c2oc(/C=C/c3ccc(F)cc3)nc2S(=O)(=O)c2ccccc2)CC1 returned Vif-APOBEC3F blk -8%, RXFP1 ag 7.0%, IDH1 R132H inh -10%, LDHA block -6, Vif-A3G inh 0%, TrxR1 substrate 64%[activator], Glioma ERSR ind -4%, PI4K2A block 0 and USP1 inh -5%.
c1ccn(-c2ncnc3sc4c(c23)CCCC4)c1 was read as Vif-APOBEC3F blk 6%, RXFP1 ag 1.9%, IDH1 R132H inh 2%, LDHA block -4, Vif-A3G inh -7%, TrxR1 substrate 9%[57.1 µM], Glioma ERSR ind 0%, PI4K2A block 5 and USP1 inh -6%.
O=S(=O)(NCC1CCN(S(=O)(=O)c2ccccc2)CC1)c1ccccc1 was read as Vif-APOBEC3F blk -2%, RXFP1 ag 0.4%, IDH1 R132H inh 0%, LDHA block 3, Vif-A3G inh -7%, TrxR1 substrate -1%, Glioma ERSR ind -2%, PI4K2A block -3 and USP1 inh -11%.
For CCC1Oc2ccccc2N(CC(=O)NCCCN2CCN(Cc3ccccc3)CC2)C1=O (stereo not drawn) the results were Vif-APOBEC3F blk -5%, RXFP1 ag 0.8%, IDH1 R132H inh 7%, LDHA block -3, Vif-A3G inh 0%, TrxR1 substrate 3%, Glioma ERSR ind -5%, PI4K2A block -3 and USP1 inh -15%.
`N#Cc1ccc(NC(=O)COCc2cc(-c3ccc(F)cc3)on2)cc1` gave Vif-APOBEC3F blk 0%, RXFP1 ag -0.2%, IDH1 R132H inh 0%, LDHA block -6, Vif-A3G inh 1%, TrxR1 substrate -6%, Glioma ERSR ind -4%, PI4K2A block 0 and USP1 inh 0%.
COc1cc(NC(=O)CCc2c(C)nc3c4c(C)cc(C)nc4nn3c2C)cc(OC)c1 was read as Vif-APOBEC3F blk -3%, RXFP1 ag inconclusive, IDH1 R132H inh -7%, LDHA block -3, Vif-A3G inh inconclusive, TrxR1 substrate 30%, Glioma ERSR ind -3%, PI4K2A block -4 and USP1 inh -16%.
For COc1ccc2oc(=O)c(C(=O)N3CCN(c4cc(Cl)ccc4Cl)CC3)cc2c1 the results were Vif-APOBEC3F blk 3%, RXFP1 ag 3.9%, IDH1 R132H inh -7%, LDHA block -5, Vif-A3G inh 3%, TrxR1 substrate 10%, Glioma ERSR ind -2%, PI4K2A block -2 and USP1 inh -24%.
CCCC(=O)NC(=S)c1c(C)n(C)n(-c2ccccc2)c1=O was read as Vif-APOBEC3F blk 4%, RXFP1 ag 1.6%, IDH1 R132H inh -6%, LDHA block -11, Vif-A3G inh -4%, TrxR1 substrate -6%, Glioma ERSR ind -1%, PI4K2A block -4 and USP1 inh -11%.
`NC(=S)N/N=C/c1cn(CCC(=O)O)nc1-c1cccc(Br)c1` gave Vif-APOBEC3F blk -9%, RXFP1 ag -0.9%, IDH1 R132H inh 6%, LDHA block -1, Vif-A3G inh -1%, TrxR1 substrate -2%, Glioma ERSR ind -1%, PI4K2A block 3 and USP1 inh -10%.
CCn1c(COc2cccc(C)c2)nnc1SCC(=O)NC1CCCC1 was read as Vif-APOBEC3F blk -12%, RXFP1 ag -0.2%, IDH1 R132H inh 6%, LDHA block -7, Vif-A3G inh 0%, TrxR1 substrate 11%[57.1 µM], Glioma ERSR ind -3%, PI4K2A block 4 and USP1 inh -21%.
`CCc1ccc2oc(=O)cc(CN3CCN(Cc4ccccc4)CC3)c2c1` gave Vif-APOBEC3F blk 2%, RXFP1 ag 6.4%, IDH1 R132H inh 11%, LDHA block 0&2, Vif-A3G inh 0%, TrxR1 substrate -8%, Glioma ERSR ind -4%, PI4K2A block 7 and USP1 inh -15%.

An excerpt from above in order of molar mass, low to high:
For COc1ccc2oc(=O)c(C(=O)N3CCN(c4cc(Cl)ccc4Cl)CC3)cc2c1 the results were Vif-APOBEC3F blk 3%, RXFP1 ag 3.9%, IDH1 R132H inh -7%, LDHA block -5, Vif-A3G inh 3%, TrxR1 substrate 10%, Glioma ERSR ind -2%, PI4K2A block -2 and USP1 inh -24%.
COc1cc(NC(=O)CCc2c(C)nc3c4c(C)cc(C)nc4nn3c2C)cc(OC)c1 was read as Vif-APOBEC3F blk -3%, RXFP1 ag inconclusive, IDH1 R132H inh -7%, LDHA block -3, Vif-A3G inh inconclusive, TrxR1 substrate 30%, Glioma ERSR ind -3%, PI4K2A block -4 and USP1 inh -16%.
For CCC1Oc2ccccc2N(CC(=O)NCCCN2CCN(Cc3ccccc3)CC2)C1=O (stereo not drawn) the results were Vif-APOBEC3F blk -5%, RXFP1 ag 0.8%, IDH1 R132H inh 7%, LDHA block -3, Vif-A3G inh 0%, TrxR1 substrate 3%, Glioma ERSR ind -5%, PI4K2A block -3 and USP1 inh -15%.

(next part)
Screening CC(C)C(=O)Nc1ccc(C(=O)N/N=C/C2CC3C=CC2C3)cc1 (stereo not drawn) returned Vif-APOBEC3F blk 1%, RXFP1 ag 0.3%, IDH1 R132H inh 2%, LDHA block -9, Vif-A3G inh -11%, TrxR1 substrate 0%, Glioma ERSR ind -1%, PI4K2A block 4 and USP1 inh -3%.
For CCOC(=O)C1(C)C=C(Nc2cccc(C(=O)O)c2)C(=O)N1c1cccc(C(=O)O)c1 (stereo not drawn) the results were Vif-APOBEC3F blk -8%, RXFP1 ag 12%, IDH1 R132H inh 3%, LDHA block 2, Vif-A3G inh 2%, TrxR1 substrate 6%, Glioma ERSR ind -1%, PI4K2A block -11 and USP1 inh -20%.
`COc1ccc(-n2ccnc2SCC(=O)NO)cc1` gave Vif-APOBEC3F blk 3%, RXFP1 ag 1.9%, IDH1 R132H inh -4%, LDHA block -2, Vif-A3G inh 0%, TrxR1 substrate -8%, Glioma ERSR ind -1%, PI4K2A block -8 and USP1 inh -8%.
Screening COc1ccc(OC)c(C(c2nnnn2Cc2ccccc2)N2CCN(C3CCCCC3)CC2)c1 (stereo not drawn) returned Vif-APOBEC3F blk 3%, RXFP1 ag -2.0%, IDH1 R132H inh 6%, LDHA block 4, Vif-A3G inh -3%, TrxR1 substrate -10%[57.1 µM], Glioma ERSR ind 1%, PI4K2A block -2 and USP1 inh -18%.

Assay outcomes from PubChem BioAssay.
